Bioassay records from PubChem.
PAFAH1B3 inh – inhibitors of human PAFAH1B3 | Q15102 | recombinant PAFAH1B3, FP-rhodamine probe, fluorescence polarization | inhibition, % at 3.39 µM | actives 0.28% (n = 340,000) | AID 492972;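 active = inhibition above the screen-wide average of all tested compounds plus 3 SD, cut at about 25% in these data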;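 note: 0% = enzyme with DMSO only and 100% = wells lacking PAFAH1B3 protein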
Target sequence (Q15102 whole entry, looked up): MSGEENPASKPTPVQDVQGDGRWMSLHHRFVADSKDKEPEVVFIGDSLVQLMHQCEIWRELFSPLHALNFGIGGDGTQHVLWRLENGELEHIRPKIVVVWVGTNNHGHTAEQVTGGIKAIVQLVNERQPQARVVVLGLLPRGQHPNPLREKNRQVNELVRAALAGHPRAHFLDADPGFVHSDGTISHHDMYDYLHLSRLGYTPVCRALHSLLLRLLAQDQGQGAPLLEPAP
pPAFAH inh – inhibitors of human plasma PAF acetylhydrolase (pPAFAH); Q13093; recombinant pPAFAH, FP-rhodamine probe fluorescence polarization; inhibition, % at 3.39 µM; actives 1.5% (n = 330,000); AID 463082;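 active = inhibition above the mean inhibition across the screen plus 3 SD, cut at about 25% in these data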;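 note: inhibitors block binding of the rhodamine activity-based probe so polarization drops; 0% = enzyme with DMSO and 100% = wells lacking pPAFAH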
EBNA-1 inhibitor – blocks EBNA-1 binding to DNA; EBNA-1 DNA binding, fluorescence polarization; inhibition, % at 14.8 µM; actives 0.34% (n = 300,000); in the data active = inhibition above about 28%
LYPLA1 counter – counter-screen for PME1 inhibitors: inhibitors of human LYPLA1; inhibition, % at 5.9 µM; recombinant LYPLA1, FP-Rh probe fluorescence polarization; O75608; actives 0.16% (n = 320,000);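 active = inhibition above the mean of all tested compounds plus 3 SD, set per campaign, cut at about 14% in these data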;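 note: inhibitors block serine hydrolase probe labeling of LYPLA1 so polarization falls; 0% = enzyme with DMSO and 100% = wells lacking LYPLA1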
Target sequence (O75608 whole entry, looked up): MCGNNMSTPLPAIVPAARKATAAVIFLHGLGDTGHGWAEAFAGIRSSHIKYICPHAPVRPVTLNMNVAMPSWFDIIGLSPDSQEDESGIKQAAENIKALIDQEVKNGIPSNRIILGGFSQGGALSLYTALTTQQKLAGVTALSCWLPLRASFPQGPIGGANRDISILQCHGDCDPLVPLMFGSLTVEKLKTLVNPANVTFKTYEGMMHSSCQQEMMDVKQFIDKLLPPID
PAFAH2 FP inh – inhibitors of human PAFAH2. recombinant PAFAH2, FP-rhodamine activity probe, fluorescence polarization. inhibition, % at 3.39 µM. actives 0.99% (n = 340,000). AID 492956;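 active = inhibition above the mean over all tested compounds plus 3 SD, cut at about 30% in these data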;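 note: inhibitors block probe labeling of enzyme so polarization drops; 0% = enzyme with DMSO and 100% = wells lacking PAFAH2 protein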
LYPLA2 inh – blocks human lysophospholipase 2, a PME1 counter-screen; recombinant LYPLA2, FP-Rh probe fluorescence polarization; inhibition, % at 5.9 µM; actives 0.38% (n = 320,000);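 active = inhibition above the screen-wide mean plus 3 SD, limit set per campaign, cut at about 26% in these data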;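 note: 0% = LYPLA2 with DMSO and 100% = wells lacking LYPLA2 enzyme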
PREPL inh – human PREPL enzyme inhibition. inhibition, % at 5.96 µM. recombinant PREPL, fluorescence polarization activity-based probe. Q4J6C6. actives 0.68% (n = 320,000). AID 2751; in the data active = inhibition above about 43%;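 note: 0% = enzyme with DMSO and 100% = wells lacking enzyme; many of its hits are not listed in these tables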
ZTA counter – blocks Epstein-Barr virus ZTA, an EBNA-1 counter-screen. ZTA-DNA binding, fluorescence polarization. P03206. actives 0.15% (n = 320,000). inhibition, % at 11 µM. AID 2234; in the data active = inhibition above about 33%
Target sequence (P03206 whole entry, looked up): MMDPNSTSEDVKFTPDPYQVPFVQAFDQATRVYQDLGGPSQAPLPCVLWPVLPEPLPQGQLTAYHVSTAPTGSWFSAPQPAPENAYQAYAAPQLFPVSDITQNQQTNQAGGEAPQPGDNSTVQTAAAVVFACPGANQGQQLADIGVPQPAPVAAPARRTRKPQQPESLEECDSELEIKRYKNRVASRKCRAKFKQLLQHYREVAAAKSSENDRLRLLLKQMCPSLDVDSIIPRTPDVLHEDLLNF
PAFAH1B2 FP inh – PAFAH1B2 (human) inhibition. AID 492953. inhibition, % at 3.39 µM. recombinant PAFAH1B2, FP-rhodamine activity probe, fluorescence polarization. actives 1.2% (n = 340,000);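 active = inhibition above the mean of all tested compounds plus 3 SD, cut at about 24% in these data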;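 note: 0% = enzyme with DMSO and 100% = wells lacking PAFAH1B2; many of its hits are not listed in these tables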
Target sequence (P68402 whole entry, looked up): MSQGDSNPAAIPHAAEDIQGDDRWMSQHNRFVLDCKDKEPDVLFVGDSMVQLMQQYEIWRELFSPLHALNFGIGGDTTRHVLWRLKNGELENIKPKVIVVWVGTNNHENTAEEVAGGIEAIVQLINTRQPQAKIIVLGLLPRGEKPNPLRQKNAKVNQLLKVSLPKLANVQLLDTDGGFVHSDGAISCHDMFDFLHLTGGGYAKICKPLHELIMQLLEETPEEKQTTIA
* marks the source's active call; other numbers are inactive results; · = no result given.

SMILES	PAFAH1B3 inh	pPAFAH inh	EBNA-1 inhibitor	LYPLA1 counter	PAFAH2 FP inh	LYPLA2 inh	PREPL inh	ZTA counter	PAFAH1B2 FP inh
Cn1cc(C2=C(c3ccc(Cl)cc3Cl)C(=O)NC2=O)c2ccccc21	-155	-32	3	-63	-94	-101	-121	6	-99
O=C1N/C(=C/c2cccn2-c2ccccc2)C(=O)N1Cc1ccccc1F	0	6	-2	-2	3	2	12	-12	9
CCN1CCCc2cc(CN(CCN3CCOCC3)C(=S)Nc3cccc(Cl)c3)ccc21	5	3	-9	5	-3	4	23	-12	5
Cc1ccc(C(NC(N)=O)c2ccccc2C)cc1 (stereo unspecified)	3	5	3	2	2	3	-1	1	1
O=C1Nc2ccccc2C12NCCc1c2[nH]c2ccccc12 (stereo unspecified)	-1	-2	-7	2	-1	6	12	-23	3
CCOc1ccccc1NC(=O)CSc1nnc2ccc(-c3cccnc3)nn12	1	-5	-9	1	-5	1	17	0	4
Cc1nc(NCc2ccc(S(N)(=O)=O)cc2)c2c(C)c(C)sc2n1	-1	4	-14	2	-3	-9	8	-2	6
O=C(Cn1c(CO)nc2ccccc21)Nc1ccccc1Cl	10	2	8	2	7	-4	6	6	-2
CCCCN(C(=O)CSc1nnc(-c2ccccc2)o1)c1c(N)n(CCC)c(=O)[nH]c1=O	7	3	·	-1	-1	6	0	-3	4
CCOC(=O)c1cc(NC(=O)C2CCCO2)cc(C(=O)OCC)c1 (stereo unspecified)	-2	-1	3	0	-5	-3	8	3	7
CCOC(=O)c1sc(NC(=O)CSc2nc(C)cc(C)c2C#N)c(C#N)c1C	8	9	-3	1	2	-5	1	9	4
O=C(NO)c1ccccc1O	12	2	4	1	10	-1	20	-15	-1
CC1CCCCC12NC(=O)N(CC(=O)NC1CCCc3ccccc31)C2=O (stereo unspecified)	15	-4	-7	3	-4	0	1	-5	3
CCN(CC(=O)Nc1ccccc1C(F)(F)F)C(=O)c1ccc(N2CCCC2=O)cc1	6	-4	·	1	3	-3	20	-3	0
CC(/C=C1\SC(=S)N(C(C(=O)O)C(C)C)C1=O)=C\c1ccccc1 (stereo unspecified)	9	4	-6	-2	12	-5	7	18	16
NS(=O)(=O)c1cccc(NS(=O)(=O)c2ccc3ccccc3c2)c1	7	7	-20	2	10	-4	-4	-6	21
COc1ccc(CN2CN(S(=O)(=O)c3cccs3)c3nc4ccccc4nc32)cc1	0	3	20	0	-1	5	0	-15	-5
CCS(=O)(=O)Nc1cccc(C2=NN(S(=O)(=O)c3ccccc3)C(c3cccs3)C2)c1 (stereo unspecified)	3	1	0	-6	-2	-9	-4	3	3
Cc1ccc(C)c(N2C(=O)CC(N3CCN(Cc4ccc5c(c4)OCO5)CC3)C2=O)c1 (stereo unspecified)	7	-1	-19	0	-4	3	-2	3	3
Oc1cccc(Nc2ccccc2)c1	5	1	·	2	0	-3	10	7	5
CCCn1nc(C(=O)Nc2nnc(CC)s2)c2ccccc2c1=O	4	2	4	1	-1	2	11	-6	2
Cc1cc(C)n2nc(SCc3ccccc3F)nc2n1	6	2	0	-4	-2	-4	-7	-7	5
CCOC(=O)CC(=O)COc1nc2cc3c(nc2o1)CCCC3	5	12	0	-1	9	-3	3	1	8
Cc1ccc(C)c(NS(=O)(=O)c2cc(C(=O)Nc3ccccc3-c3ccccc3)ccc2C)c1	-19	-18	4	-25	-27	-39	6	-12	-14
O=C(Cn1cnc2sc3c(c2c1=O)CCCC3)NCC(=O)Nc1ccccc1F	10	3	-11	-2	-1	-8	-11	-9	6
Cc1ccc(-c2noc(C3CCCN(C(=O)c4ccc(C(C)(C)C)cc4)C3)n2)o1 (stereo unspecified)	4	9	9	20*	-1	36*	-4	5	13
COc1ccc(CCNC(=O)CSc2nc(-c3ccco3)cc(C(F)(F)F)n2)cc1	20	8	7	4	1	2	-9	-1	6
COc1ccc(C(=O)Nc2ccnn2C2CCN(Cc3ccncc3)CC2)cc1	7	-1	6	1	3	1	9	11	6
COc1ccc(OC)c(NC(=O)C2CCCN2C(=O)NC2CCCCC2)c1 (stereo unspecified)	3	4	-8	2	-8	4	2	-12	-3
C=C(C)CSc1ncc(-c2cccc(C(F)(F)F)c2)cn1	12	10	4	-1	-8	4	9	-6	1
COC(=O)C1=C(COc2ccc(F)cc2)NC(=O)NC1c1ccc(C)cc1C (stereo unspecified)	10	-3	-3	-1	6	-3	-8	-16	4
COC(=O)Cc1cc(OC)c(OC)cc1Cc1cc(OC)c(OC)cc1CC(=O)OC	1	3	12	2	-10	1	-2	12	0
CCOC(=O)c1sc(/S(C)=N\S(=O)(=O)c2cccc(Cl)c2)c2c1CCC=C2 (stereo unspecified)	16	3	5	0	-5	-2	2	10	0
CCn1cnnc1SCC(=O)NCC1COc2ccccc2O1 (stereo unspecified)	7	-1	·	-2	5	-4	16	-17	-4
CCOc1ccc(N2CC(C(=O)NCCCc3ccccc3)CC2=O)cc1 (stereo unspecified)	2	6	·	-2	6	5	15	-27	-1
COc1ccccc1/C=C/CN1CCCC(CCC(=O)NCc2ccccc2F)C1 (stereo unspecified)	4	6	2	-3	-1	0	6	9	2
O=C(NC(=O)C(F)(F)F)Nc1ccc(S(=O)(=O)Nc2nccs2)cc1	0	3	1	3	2	4	-8	-15	0
O=C(c1ccc2ccccc2c1)N1CCN(S(=O)(=O)/C=C/c2ccccc2)CC1	-1	13	-15	1	-6	9	-5	-27	4
COc1ccccc1/C=C(/NC(=O)c1ccc(Cl)cc1Cl)C(=O)O	5	-4	-13	-1	0	-12	-2	0	-1
COc1ccccc1CCNC(=O)CCNS(=O)(=O)c1ccc(NC(C)=O)cc1	2	4	·	5	3	3	7	-3	-1
CC(C)(C)NC(=O)CSc1nnc(-c2ccccc2)c(-c2ccccc2)n1	2	2	7	5	-1	4	0	14	1
C/C(=N\NC(=O)CN1CCN(S(=O)(=O)c2ccc(C)cc2)CC1)c1ccncc1	3	5	4	-1	-5	2	14	-5	6
O=C(CN1CCN(S(=O)(=O)c2ccccc2F)CC1)Nc1ccccc1C(=O)c1ccccc1	11	6	-9	-6	1	-7	4	4	4
COc1ccc(CCNS(=O)(=O)c2cccc(F)c2)cc1OC	-6	-5	-9	1	1	0	3	0	-4
Nc1cc(=O)[nH]c(SCCNS(=O)(=O)c2ccccc2)n1	7	4	2	3	1	6	-5	3	-2
CCNC(=S)/N=C(/Nc1ccccc1)Nc1nc(C)cc(C)n1	·	1	-4	-10	·	-12	-5	-5	·
O=C(c1ccc(Cl)s1)N1CCN(c2nc3ccccc3s2)CC1	7	3	1	-3	-1	0	10	6	0
O=C(O)CCC(NC(=O)c1ccc(Cl)cc1)C(=O)O (stereo unspecified)	9	-5	-6	-2	4	-9	15	7	3
O=C(NC1CCCCCCC1)c1ccco1	1	1	-2	1	-1	7	7	-5	3
COc1cc(NS(=O)(=O)c2ccc(N)cc2)ncn1	·	-2	-2	2	·	-1	-7	16	·
CC1(C)Cc2c(sc(NC(=O)C(=O)NCCCN3CCOCC3)c2C#N)CO1	1	2	3	-3	1	-2	4	5	5
CCOC(=O)CNC1CC(=O)N(c2cccc(Cl)c2)C1=O (stereo unspecified)	-1	-1	-8	-1	0	-4	13	2	9
O=C(NNC(=O)C12CC3CC(CC(Cl)(C3)C1)C2)c1ccncc1	1	4	2	5	9	7	1	-11	13
CCOC(=O)C1CCN(C(=O)COc2ccc(Br)cc2Br)CC1	2	2	-12	2	-1	5	1	-10	-3
Cc1ccc(/C=N/NC(=O)c2ccoc2C)o1	-2	2	12	3	-1	0	5	0	4
O=C(O)CN1C(=O)/C(=C\c2cccc(OCc3ccc(Cl)cc3)c2)SC1=S	11	0	-1	-3	5	28*	-16	10	62*
NC(=O)C(Cc1ccccc1)N1C(=O)c2ccccc2C1=O (stereo unspecified)	11	-4	5	-2	2	-3	0	-7	0
CN(C)Cc1c(C(=O)N/N=C/c2ccc(OCc3ccc(F)cc3)cc2)nnn1-c1nonc1N	5	0	-12	1	-11	5	14	-12	-4
Cn1c(SCc2ccc(C#N)cc2)nnc1-c1cccc(Cl)c1	4	6	4	1	2	2	7	4	2
CCC(=O)Nc1ccc(S(=O)(=O)Nc2nccs2)cc1	4	-1	5	1	8	8	0	-5	4

Other compounds follow.
SMILES	PAFAH1B3 inh	pPAFAH inh	EBNA-1 inhibitor	LYPLA1 counter	PAFAH2 FP inh	LYPLA2 inh	PREPL inh	ZTA counter	PAFAH1B2 FP inh
O=C(COc1cccc(C(F)(F)F)c1)Nc1nnc(C2CC2)s1	13	0	·	·	8	·	14	·	6
C=CCn1c(C)nnc1SCC(=O)Nc1ccc2c(c1)OCCO2	12	0	·	·	11	·	15	·	1
COC(=O)c1ccc(S(=O)(=O)N2CCCCCC2)cc1	6	0	0	3	10	9	5	3	1
C/C(CC(=O)Nc1ccc(Cl)c(Cl)c1)=N\NC(=O)C(=O)N1CCCCC1	8	-9	5	-4	8	-8	-24	8	3
Cc1cccc(CC(=O)NCCn2c(C)cc3ccccc32)c1	-4	8	10	0	-8	-3	12	8	7
COc1cc(OC)c(C(=O)NCC(c2cccs2)N(C)C)cc1OC (stereo unspecified)	9	4	0	1	-4	8	8	-3	1
O=C(CSc1nnc(-c2ccccc2)o1)c1ccc2c(c1)OCCO2	3	2	11	3	1	10	-7	5	-4
CCCCn1c(C)csc1=Nc1cccnc1	0	4	12	1	-1	-2	7	-5	8
CC[C@]1(O)CC2CN(CCc3c([nH]c4ccccc34)[C@@](C(=O)OC)(c3cc4c(cc3OC)N(C=O)[C@H]3[C@@](O)(C(=O)OC)[C@H](OC(C)=O)[C@]5(CC)C=CCN6CC[C@]43[C@@H]65)C2)C1 (stereo partly specified)	1	1	1	0	3	-3	10	3	3
COc1ccc(NC(=O)CSCc2cc(=O)n3cc(C)sc3n2)cc1	10	0	-6	-1	4	-1	9	8	0
Cc1ccc(NC(=O)CSc2nc3ccccc3c(=O)n2CCCC(=O)N2CCCC2)cc1	6	-11	4	-2	6	-7	0	4	4
O=C(N/N=C/c1ccsc1)c1cc(-c2ccncc2)nc2ccccc12	11	4	4	-3	9	0	-5	6	0

Quoted at random: 6 entries already listed, in no set order.
SMILES	PAFAH1B3 inh	pPAFAH inh	EBNA-1 inhibitor	LYPLA1 counter	PAFAH2 FP inh	LYPLA2 inh	PREPL inh	ZTA counter	PAFAH1B2 FP inh
CC[C@]1(O)CC2CN(CCc3c([nH]c4ccccc34)[C@@](C(=O)OC)(c3cc4c(cc3OC)N(C=O)[C@H]3[C@@](O)(C(=O)OC)[C@H](OC(C)=O)[C@]5(CC)C=CCN6CC[C@]43[C@@H]65)C2)C1 (stereo partly specified)	1	1	1	0	3	-3	10	3	3
COc1ccc(NC(=O)CSCc2cc(=O)n3cc(C)sc3n2)cc1	10	0	-6	-1	4	-1	9	8	0
O=C(CSc1nnc(-c2ccccc2)o1)c1ccc2c(c1)OCCO2	3	2	11	3	1	10	-7	5	-4
COc1cc(OC)c(C(=O)NCC(c2cccs2)N(C)C)cc1OC (stereo unspecified)	9	4	0	1	-4	8	8	-3	1
Cc1ccc(NC(=O)CSc2nc3ccccc3c(=O)n2CCCC(=O)N2CCCC2)cc1	6	-11	4	-2	6	-7	0	4	4
CCCCn1c(C)csc1=Nc1cccnc1	0	4	12	1	-1	-2	7	-5	8

Carrying on:
SMILES	PAFAH1B3 inh	pPAFAH inh	EBNA-1 inhibitor	LYPLA1 counter	PAFAH2 FP inh	LYPLA2 inh	PREPL inh	ZTA counter	PAFAH1B2 FP inh
COc1ccc(-c2nnc(SCC(=O)c3ccc[nH]3)o2)cc1	-4	10	9	-3	2	0	8	10	3
Cn1c(N)c(C(=O)COC(=O)CNS(=O)(=O)c2ccc(Cl)c(Cl)c2)c(=O)n(C)c1=O	-7	9	11	-2	8	-1	5	12	5
COc1ccc(NC(=O)c2ccco2)cc1S(=O)(=O)N1CCCCC1	1	5	6	-1	2	-3	2	1	5
COc1ccc(-c2nc(CS(=O)CC(=O)NCc3ccco3)c(C)o2)cc1 (stereo unspecified)	-4	-2	3	1	-4	1	-14	1	5

This is a subset; the hit share may differ from the screen's.
